Screens as filed in PubChem BioAssay.
PLC-gamma1 inh: PLC-gamma1 enzyme inhibitors, primary screen, biochemical, fluorescence, purified enzyme | 370,000 compounds, 0.84% hits | AID 720700, 2013 | 1-phosphatidylinositol 4,5-bisphosphate phosphodiesterase gamma-1 (Homo sapiens), P19174 | fluorogenic substrate | inhibition, % at 12.2 µM; in the data active = inhibition above about 9.5%
ADAM10 inh: human ADAM10 inhibitors, primary screen, biochemical, QFRET, HTS; Disintegrin and metalloproteinase domain-containing protein 10 (Homo sapiens), O14672; 370,000 compounds, 0.62% hits; recombinant ADAM10, EDANS/DABCYL FRET peptide cleavage, 3 h; inhibition, % at 7 µM;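 active = inhibition above a per-campaign cutoff equal to the mean of compounds falling between control-based bounds plus 3 SD, cut at about 20% in these data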;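 also: 0% = DMSO wells while the 100% control is not disclosed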
PLC-beta3 inh: human PLC-beta3 inhibitors, primary screen, biochemical, fluorescence; 1-phosphatidylinositol 4,5-bisphosphate phosphodiesterase beta-3 (Homo sapiens), Q01970; Purified PLC-beta3, fluorogenic substrate; inhibition, % at 12.2 µM; 370,000 compounds, 0.18% hits; in the data active = inhibition above about 11%;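 also: 0% = median of compound wells on plate and 100% = full blocker control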
ssDAF12 agonist: S. stercoralis DAF-12 nuclear receptor activators, primary screen, cell-based, luminescence, HEK293, GRIP1 co-expression, lit1-tk-luc; Nuclear hormone receptor DAF-12 (Strongyloides stercoralis); HEK293 ssDAF-12/GRIP1 lit1-tk-luc reporter; % of 3 µM dafachronic acid response; activation, % at 6.8 µM; 370,000 compounds, 1% hits; AID 652126, 2013;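 active = activation above the mean over all tested compounds plus 3 SD, cut at about 0.9% in these data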;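 also: 0% = DMSO-only wells and 100% = 3 µM delta7-dafachronic acid wells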
hgDAF-12 ag: H. glycines DAF-12 receptor agonists, primary screen, cell-based, luminescence, HEK293, GAL4 fusion, UAS-luciferase | activation, % at 6.8 µM | AID 687014, 2013 | 370,000 compounds, 1.8% hits | HEK293 GAL4-hgDAF12 UAS-luciferase reporter, agonist luminescence; normalized to butyrate control;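 active = activation above a cutoff set at the mean of all screened compounds plus 3 SD, cut at about 10% in these data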;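 also: 0% = DMSO wells and 100% = sodium butyrate wells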
DAX1 inh-1: DAX1 (NR0B1) inhibitors, primary screen, cell-based, HEK293, Gal4-DAX1, luciferase luminescence | Nuclear receptor subfamily 0 group B member 1 (Homo sapiens), P51843 | HEK293 Gal4-DAX1 luciferase reporter | inhibition, % at 6.75 µM | 340,000 compounds, 0.99% hits | AID 504766, 2011;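 active = inhibition above the mean over all tested compounds plus 3 SD, cut at about 4.2% in these data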;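 also: 0% = DAX1-transfected cells with DMSO and 100% = empty-vector control cells with DMSO; inhibition shows as a rise in luminescence from relieved DAX1 repression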
Target sequence (P51843 207-470 limits assumed): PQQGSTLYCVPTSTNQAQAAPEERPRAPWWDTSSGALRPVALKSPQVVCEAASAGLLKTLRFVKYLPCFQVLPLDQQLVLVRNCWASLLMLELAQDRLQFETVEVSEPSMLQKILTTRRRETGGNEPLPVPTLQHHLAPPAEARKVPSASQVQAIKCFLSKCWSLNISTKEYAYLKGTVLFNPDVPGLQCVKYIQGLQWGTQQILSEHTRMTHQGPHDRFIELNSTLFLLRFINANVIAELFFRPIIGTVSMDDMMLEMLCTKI
DAX1 inh-2: DAX1 (NR0B1) inhibitors on StAR promoter, primary screen, cell-based, luminescence, SF-1 (NR5A1), full-length DAX-1 | HEK293T StAR-luciferase reporter, SF-1/DAX-1 repression relief | inhibition, % at 6.8 µM | 370,000 compounds, 1.1% hits | AID 652010, 2013;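 active = inhibition above the mean over all tested compounds plus 3 SD, cut at about 3.6% in these data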;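 also: 0% = DAX-1 cells with DMSO and 100% = cells lacking DAX-1 with DMSO; higher inhibition means more luminescence from relief of DAX-1 repression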
sPLA2-III inh: human group III sPLA2 inhibitors, primary screen, biochemical, QFRET, BODIPY PC-A2 liposome substrate. Group 3 secretory phospholipase A2 (Homo sapiens), Q9NZ20. QFRET BODIPY PC-A2 liposome hydrolysis, fluorescence. inhibition, % at 12.2 µM. 370,000 compounds, 0.56% hits. AID 743126, 2013;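 active = inhibition above mean plus 3 SD of compounds lying within the high and low control bounds, cut at about 19% in these data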;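 also: 0% = median of test compound wells and 100% = no enzyme DMSO wells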
Target sequence (Q9NZ20 whole entry, looked up): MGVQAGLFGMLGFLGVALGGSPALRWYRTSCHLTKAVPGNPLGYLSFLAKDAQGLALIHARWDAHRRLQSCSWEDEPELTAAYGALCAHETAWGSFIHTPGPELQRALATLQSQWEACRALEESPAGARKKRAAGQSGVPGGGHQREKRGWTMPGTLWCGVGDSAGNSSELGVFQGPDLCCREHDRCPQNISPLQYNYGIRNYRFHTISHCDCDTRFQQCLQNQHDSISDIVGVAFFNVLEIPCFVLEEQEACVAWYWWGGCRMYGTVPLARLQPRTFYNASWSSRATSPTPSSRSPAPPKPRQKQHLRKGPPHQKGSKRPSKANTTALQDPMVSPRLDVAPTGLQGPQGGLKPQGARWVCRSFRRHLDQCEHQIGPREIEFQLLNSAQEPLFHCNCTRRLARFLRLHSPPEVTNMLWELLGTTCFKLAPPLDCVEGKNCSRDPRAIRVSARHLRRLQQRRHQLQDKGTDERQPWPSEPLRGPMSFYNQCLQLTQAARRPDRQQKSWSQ
ADAM17 inh: ADAM17 inhibitors, primary screen, biochemical, QFRET; recombinant ADAM17, EDANS/DABCYL FRET peptide cleavage; inhibition, % at 6.95 µM; 370,000 compounds, 0.83% hits;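 active = inhibition above the mean of compounds lying between control limits plus 3 SD, set per campaign, cut at about 8.5% in these data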;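 also: 0% = DMSO-only wells as the low control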
hcDAF12 agonist: H. contortus DAF-12 nuclear receptor activators, primary screen, cell-based, luminescence, HEK293, lit1-tk-luc reporter; activation, % at 6.8 µM; 370,000 compounds, 1.4% hits; HEK293 hcDAF-12 lit1-tk-luc reporter; 0% DMSO, 100% Δ7-dafachronic acid; AID 652067, 2013;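 active = activation above the mean of all tested compounds plus 3 SD, cut at about 5.5% in these data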;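 also: 100% = response to 3 µM Δ7-dafachronic acid high control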
GAA850 FXN act: FXN promoter activators, primary screen, cell-based, luciferase luminescence, HEK293 lucGAA850. 360,000 compounds, 0.56% hits. HEK293 lucGAA850 FXN promoter luciferase reporter, 24 h; percent of 10 µM SAHA response. activation, % at 6 µM;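 active = activation above the average of all compounds screened plus 3 SD, cutoff fixed separately per campaign, cut at about 7.5% in these data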;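 also: 0% = DMSO wells and 100% = 10 µM SAHA wells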
* = called active by the depositor; x = no result given; & = joins results of further samples.

SMILES	PLC-gamma1 inh	ADAM10 inh	PLC-beta3 inh	ssDAF12 agonist	hgDAF-12 ag	DAX1 inh-1	DAX1 inh-2	sPLA2-III inh	ADAM17 inh	hcDAF12 agonist	GAA850 FXN act
CC(=O)N(CCCCN1C(=O)c2ccccc2C1=O)c1ccc(C)cc1	2	4	1	-0.8	3.8	-0.1	0.5	-5	-1	1.7	-2.4
CCc1cc(=O)oc2cc(C)cc(OCC(=O)C(C)(C)C)c12	-233	-344	-243	-2.4	-3.8	-2.2	-2.2	6	-121	-2.4	0.1
C=CCOC(=O)C1=C[C@H](C2CCCCC2)C[C@H](OCc2ccc(CO)cc2)O1	1	6	-4	-1.4	-0.6	-0.8	0.3	2	-3	-2.1	2.4
O=C(c1ccc(OC2CCN(CCc3ccccc3)CC2)cc1)N1CCCC(O)C1 (centres undefined)	-2	-16	2	-1.1	1.6	-0.1	-0.1	-10	-2	-1.2	3.0
OCC1(Cc2ccc(Cl)cc2)CCN(Cc2ccc(F)c(F)c2)CC1	1	4	-5	-0.5	0.0	0.2	0.2	6	-4	-0.5	0.1
CC(C)(C)OC(=O)N1CCN(C(=O)c2[nH]cnc2C(=O)Nc2ccccc2F)CC1	2	4	2	-0.8	-1.9	1.2	-0.5	-19	4	0.2	-0.8
O=C1NCCN1C(=O)c1cccc(Cl)c1	-3	-3	-1	-0.7	-2.4	0.6	0.4	4	-5	0.2	-0.4
Cc1ccc(S(=O)(=O)n2cnc3ccccc32)cc1[N+](=O)[O-]	2	-1	-1	-0.7	0.2	0.5	-0.1	4	-3	-2.1	0.4
CC(=O)NCCn1c(SCC(=O)c2ccc(Cl)cc2)nc2ccccc2c1=O	0	-7	-2	-1.5	0.3	0.7	0.2	-11	-3	0.1	1.4
O=C(CCCOc1ccccc1)Nc1ccc(Cl)cn1	-2	-2	-2	-0.8	7.2	-0.2	-0.8	-2	-1	0.2	2.6
Cc1cc(NC(=O)c2c(F)cccc2Cl)n(-c2nc3ccccc3[nH]2)n1	7	30*	0	-1.4	0.2	1.3	-0.6	-6	10*	-1.3	-0.9
Cc1cn([C@H]2C[C@H](O)[C@@H](CNCc3ccc(-c4cc(Cl)ccc4C(F)(F)F)o3)O2)c(=O)[nH]c1=O	1	5	0	-0.7	2.1	-0.1	-0.6	-3	2	-0.2	1.4
COc1ccc(Nc2nccc(-c3ccc([N+](=O)[O-])cc3)n2)cc1	1	-2	-2	-1.1	-0.2	-0.5	-1.1	11	-1	-2.5	-0.6
COc1ccc(OC)c(-c2csc(NC(=O)C3CSC4(C)CCC(=O)N34)n2)c1 (centres undefined)	1	-4	-5	-0.9	-0.2	0.4	-4.0	-14	3	0.1	1.4
Cn1nc(-c2ccccc2)c(CN2CCN(c3ncccn3)CC2)c1Cl	1	6	1	-2.2	4.1	1.6	0.7	-3	2	-2.5	3.3
O=C1NC[C@@H](CCCCN2C[C@H](Cc3ccccc3)N(CCc3ccccc3)C(=O)C2=O)N(Cc2ccccc2)C1=O	2	-9	6	-0.9	-1.1	x	-0.8	-8	0	-1.1	x
CCOc1ccc(C(=S)N2CCCC2)cc1OC	5	-13	-3	-1.1	-1.3	-0.3	-0.6	12	-1	-2.0	2.4
CC(=O)O[C@@H]1CCC[C@@]2(C(=O)Nc3ccccc32)[C@H]1NC(=O)C(C)C	-2	-3	3	0.1	1.8	x	0.1	6	-1	-1.1	x
Cc1ccsc1/C=N/NC(=O)CNC(=O)c1ccccc1	1	6	-6	-0.5	2.1	-0.1	0.0	5	0	-0.3	1.4
CN(C)CCNc1ncnc2c1ncn2[C@H]1CN(CCc2ccccc2)C[C@@H](CO)O1	2	-19	-2	-1.2	4.6	x	-0.8	15	-6	1.2	0.4
N#Cc1cccc(NC(=O)COC(=O)c2ccc3c(=O)n4c(nc3c2)CCC4)c1	2	-2	1	-1.7	-1.2	x	0.1	0	0	-1.2	x
O=C(CN1CCOCC1)NN=C(c1ccccc1)c1ccccc1	2	2	1	-1.2	-1.6	-0.8	-0.4	1	0	-0.8	2.6
CN(C)S(=O)(=O)c1cccc(CNCC2COc3ccccc3O2)c1 (centres undefined)	0	1	-3	-1.1	0.1	-1.1	-0.9	4	0	0.4	-2.2
COc1ccc(CN(C(=O)c2cccs2)c2nccs2)cc1OC	2	10	-2	-1.8	-0.9	-0.6	-0.6	-3	0	-2.1	-1.1
COc1ccc2c(CC(=O)Nc3ncc(C)s3)coc2c1	-1	-18	-6	-0.3	18*	1.6	2.3	-6	-8	3.6	8.7*
Cc1ccc2c(c1)CCO[C@]21O[C@H](CCO)C[C@H](O)[C@H]1O	0	-1	2	-1.1	-0.2	1.4	-0.3	7	-3	2.7	0.7
CCc1nn(CCCN2CCN(c3cccc(Cl)c3)CC2)c(=O)n1CCOc1ccccc1	2&-1	8&9	0&-2	-1.4&-1.5	-2.5&-0.9	-0.9&-1.3	-2.6&-2.0	-15&-13	0&1	-3.2&-0.9	0.5&-1.2
CN1CCCN(S(=O)(=O)c2ccc3ccccc3c2)CC1	-1	-1	-2	0.0	0.8	-0.6	0.0	-3	-1	0.8	-1.4
CC(=O)N1CCOc2ccc(S(=O)(=O)N3CC(C)CC(C)C3)cc21 (centres undefined)	6	-5	-1	-1.0	-1.4	0.4	-1.2	-5	-1	1.7	0.2
COc1ccc(NC(=O)c2cccs2)cc1	-7	-1	0	-0.8	9.3	0.0	1.1	-1	-7	0.5	1.4
COc1ccc(C)cc1Nc1nc(C)nc2c1oc1ccccc12	-24	-20	-50	0.1	-0.6	-0.8	-0.4	4	-5	-0.3	0.4
COc1ccc(C(=O)NCC2(c3ccc(OC)c(OC)c3)CCCC2)c(OC)c1	-2	10	-4	-2.3	-5.8	-2.0	-1.2	12	-6	-3.1	-4.5
CC(C)CC(=O)Nc1cccc(-c2nc3ccccc3o2)c1	-3	6	0	-1.1	2.2	0.1	-0.2	-4	-3	2.8	-1.9
COc1ccc2nc(SCC(=O)NC3CCCc4ccccc43)[nH]c2c1 (centres undefined)	2	-4	1	-1.6	-7.0	-1.0	-0.3	3	5	-0.1	2.8
CCn1c(C)cc(C(=O)CSc2nnnn2C2CCCC2)c1C	0	-13	-8	-0.4	13*	2.9	9.6*	6	-4	3.1	1.0
O=CNc1cc(-c2cccc(O)c2)cn2c(-c3ccc(F)cc3)cnc12	-21	-24	-33	-1.4	-2.9	x	-3.0	-23	-11	-3.8	-0.4
CC(=O)c1ccc(OCCCC(=O)Nc2ccc(S(=O)(=O)N3CCOCC3)cc2)cc1	-1	0	-6	-1.4	-4.2	-0.2	0.2	-6	-5	-0.9	-0.1
COc1ccc(OC)c(CN2C(=O)c3ccnn3CC2(C)c2nnnn2C2CCCC2)c1 (centres undefined)	1	3	3	-0.5	-0.4	x	0.6	3	2	-0.7	x
C=CCNC(=O)CN1CCC(c2nc3cc(C)c(C)cc3[nH]2)CC1	12*	-8	-5	-1.3	-0.6	0.4	0.2	16	-4	-0.3	2.5
CC(=O)c1c(C)nc2ccc(C)cc2c1-c1ccccc1	1	5	-3	-1.8	0.4	-0.5	-0.3	-2	-2	-0.7	-1.1
O=C(Oc1ccc(/C=N/NC(=O)c2ccccc2O)cc1)c1ccccc1	-16	5	-19	-1.0	3.5	0.6	-0.3	-5	-5	-0.9	3.2
CC(NC(=O)C(=O)N1CCOCC1)C(c1cccs1)N1CCN(c2ccccc2F)CC1 (centres undefined)	4	2	-9	-0.7	-2.8	0.3	0.4	5	4	-0.7	-2.1
Cc1cccc(NC(=O)c2ccc(NCCc3ccccc3)c([N+](=O)[O-])c2)c1	5	6	5	-0.8	1.8	2.8	0.1	-2	1	0.2	1.4
CCn1c(CC(C)C)n[nH]c1=S	6	7	6	-1.1	0.0	0.5	0.6	2	-12	-0.5	-0.1
CCOC(=O)C1(Cc2ccc(Cl)cc2)CCN(C(=O)c2ccoc2)CC1	-1	-5	-6	-0.9	-0.2	-0.4	0.6	4	-3	-0.9	2.0
CCc1cccc(NC(=O)C2CCCN2S(=O)(=O)c2ccc3c(c2)CC(C)N3C(C)=O)c1 (centres undefined)	5	-2	3	-2.1	1.0	-0.6	0.3	-2	-1	-2.3	0.6
Cc1ccc(NC(=O)c2nc[nH]c2C(=O)N[C@H](C)c2ccccc2)cc1	1	20*	1	-0.9	-2.2	2.3	-0.5	-14	13*	-1.7	0.3
NC(=O)c1ccc(-n2nc(C(F)(F)F)c3c2CCCC3)cc1	0	4	-3	-0.7	4.3	1.4	0.8	-2	-1	-1.7	6.8

An excerpt from above in order of number of heavy atoms, rising:
SMILES	PLC-gamma1 inh	ADAM10 inh	PLC-beta3 inh	ssDAF12 agonist	hgDAF-12 ag	DAX1 inh-1	DAX1 inh-2	sPLA2-III inh	ADAM17 inh	hcDAF12 agonist	GAA850 FXN act
Cc1ccc(S(=O)(=O)n2cnc3ccccc32)cc1[N+](=O)[O-]	2	-1	-1	-0.7	0.2	0.5	-0.1	4	-3	-2.1	0.4
COc1ccc(CN(C(=O)c2cccs2)c2nccs2)cc1OC	2	10	-2	-1.8	-0.9	-0.6	-0.6	-3	0	-2.1	-1.1
O=C(Oc1ccc(/C=N/NC(=O)c2ccccc2O)cc1)c1ccccc1	-16	5	-19	-1.0	3.5	0.6	-0.3	-5	-5	-0.9	3.2
C=CCOC(=O)C1=C[C@H](C2CCCCC2)C[C@H](OCc2ccc(CO)cc2)O1	1	6	-4	-1.4	-0.6	-0.8	0.3	2	-3	-2.1	2.4
CN(C)CCNc1ncnc2c1ncn2[C@H]1CN(CCc2ccccc2)C[C@@H](CO)O1	2	-19	-2	-1.2	4.6	x	-0.8	15	-6	1.2	0.4
CCc1cccc(NC(=O)C2CCCN2S(=O)(=O)c2ccc3c(c2)CC(C)N3C(C)=O)c1 (centres undefined)	5	-2	3	-2.1	1.0	-0.6	0.3	-2	-1	-2.3	0.6
